# Compound activity: PubChem BioAssay, several laboratories
# NOD1 inhibition: inhibition of NOD1-driven NF-kB reporter – cell-based, luminescence, uHTS, primary screen (AID 1578); NOD1-driven NF-kB luciferase reporter cells, luminescence; higher % means a stronger effect; inhibition, % at 4 µM; hits with a dose series show EC50 in µM; hit rate 1% among 290,000; in the data active = inhibition mostly above about 36%, no sharp cut-off; inactive = mostly below about 34%;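 note: HEK-293T reporter cells stimulated with the NOD1 agonist gamma-tri-DAP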
# KOR beta-arrestin-1: kappa opioid receptor activators – cell-based, luminescence, uHTS, primary screen (AID 1777) | KOR beta-arrestin recruitment, luminescence; higher % means a stronger effect | activation, % at 10 µM, or EC50 in µM where a hit was titrated | hit rate 0.02% among 280,000; in the data active = activation above about 50%, passing the limit was not always enough; note: a part of the inactive calls stands beside numbers as strong as those of hits
# HIV fusion peptide: cell-free HIV fusion peptide-binding blockers – biochemical, uHTS, fluorescence dequenching, primary screen (AID 1986); cell-free peptide binding, fluorescence dequenching, 30 min; higher % means a stronger effect; inhibition, % at 20 µM; hits with a dose series show IC50 in µM; hit rate 0.3% among 290,000; in the data active = inhibition mostly above about 52%, no sharp cut-off; inactive = mostly below about 76%; note: some results filed as inactive read as strong as hits
# Large T inhibition: TAg ATPase/helicase activity blockers – biochemical (AID 1903); SV40 large T antigen ATPase/helicase inhibition assay; higher % means a stronger effect; hit rate 0.39% among 310,000; inhibition, % at 20 µM; hits with a dose series show IC50 in µM; in the data active = a potency from the dose series; note: strong numbers were not always called active
# GPR55 beta-arrestin: GPR55 agonists via beta-arrestin recruitment, primary screen, imaging, U2OS cells, beta-arrestin-GFP redistribution (AID 1961); U2OS GPR55 beta-arrestin-GFP redistribution imaging; higher % means a stronger effect; one-dose activation, % at 10 µM; EC50 in µM for titrated hits; hit rate 0.048% among 290,000;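 active = activation above 40% with more than 50 cells counted in the well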;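 note: U2OS osteosarcoma cells stably expressing GPR55 and beta-arrestin-GFP; plate controls were DMSO negative control for no effect and LPI positive control for full effect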
# KOR beta-arrestin-2: KOR antagonists, beta-arrestin recruitment, cell-based, luminescence, uHTS (AID 1778). KOR beta-arrestin recruitment, luminescence, antagonist mode; higher % means a stronger effect. inhibition, % at 10 µM; hits with a dose series show IC50 in µM. hit rate 0.091% among 290,000; note: strong numbers were not always called active
# GPR55 antagonists: GPR55 antagonists blocking LPI-driven arrestin recruitment, primary screen, imaging, U2OS, beta-arrestin-GFP, LPI agonist (AID 2013) | inhibition, % at 10 µM; hits with a dose series show IC50 in µM | hit rate 0.13% among 290,000 | U2OS GPR55 beta-arrestin-GFP translocation imaging, LPI antagonism; higher % means a stronger effect;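 active = spots per cell inhibited over 60%, with over 100 cells counted and total cytoplasm intensity under 500,000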;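 note: U2OS cells stably carrying GPR55 and arrestin-GFP stimulated by 5 µM LPI near EC80; imaged beta-arrestin-GFP aggregate spots per cell after agonist stimulation; plate controls were LPI-stimulated DMSO wells for no effect and DMSO wells without LPI for full effect; some results filed as inactive read as strong as hits; confirmed hits need IC50 under 10 µM and bright autofluorescent wells are also inconclusive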
# HEK293 NOD2/NF-kB: NOD2 signaling inhibitors, cell-based, luminescence, uHTS, HEK293 (AID 1566). HEK293 NOD2/NF-kB luciferase reporter, luminescence; higher % means a stronger effect. inhibition, % at 4 µM; hits with a dose series show EC50 in µM. hit rate 0.63% among 290,000; note: many of its hits are not listed in these tables
# Rac1 GTP hydrolysis: MgcRacGAP GTPase-activating activity inhibitors, confirmation, biochemical, ADP Hunter fluorescence; MgcRacGAP-stimulated Rac1 GTP hydrolysis, ADP Hunter fluorescence; higher % means a stronger effect; GST-tagged Rac1 F28L mutant substrate; hit rate 0.6% among 340,000; inhibition, % at 30 µM, or IC50 in µM where a hit was titrated; AID 624330;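 active = first-screen hits whose inhibition reached a set limit at any dose in the follow-up dose series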;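 note: fluorescence reports GDP produced by GAP-driven GTP hydrolysis; strong numbers were not always called active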
# Numbers without * were called inactive; · = no result given; [ ] = another dose, or the depositor's remark. Cut-off read from the data, not from the text of the source, unless noted: active = inhibition above about 50%; inactive = the rest.
SMILES,NOD1 inhibition,KOR beta-arrestin-1,HIV fusion peptide,Large T inhibition,GPR55 beta-arrestin,KOR beta-arrestin-2,GPR55 antagonists,HEK293 NOD2/NF-kB,Rac1 GTP hydrolysis
O=C(O)c1cc(N/N=C/c2cccnc2)ccc1Cl,-8%,5.0%,0.6%,14%,1.0%,5%,-2%,-1%,11%
Cc1ccc(C)n1-c1cccc(NC(=O)c2ccccc2)c1,-17%,3.8%,6.6%,7%,0.5%,·,18%,11%,3%
COC(=O)C1=[N+]([O-])OC(C(=O)OC)C1c1c[nH]c2ccccc12 (stereo not drawn),-46%,4.8%,1.4%,26%,-0.1%,-24%,6%,-8%,12%
O=C1C2C3C=CC([C@@H]2C(=O)N1Cc1cccnc1)C31CC1 (stereo partly drawn),-8%,5.6%,0.2%,3%,-0.1%,-25%,-4%,4%,5%
NC(CC(=O)O)c1ccc(F)cc1 (stereo not drawn),-26%,-2.0%,-0.6%,-8%,0.1%,21%,2%,9%,3%
CCn1c(SCC(=O)OC(C)C)nnc1-c1ccccc1OC,-13%,0.8%,0.2%,6%,0.3%,-16%,6%,5%,4%
CC(=O)c1c(O)c2ccccc2n(C2CCCCC2)c1=O,57%*,2.0%,4.0%,3%,0.1%,-2%,17%,28%,12%
COc1nc(NCc2cccnc2)nc(OC)n1,17%,7.5%,-3.6%,4%,-0.2%,14%,12%,-3%,9%
CC1CCN(S(=O)(=O)N2CCCC(C(=O)NCc3ccccc3Cl)C2)CC1 (stereo not drawn),-21%,-4.1%,-1.4%,9%,-0.2%,-11%,7%,12%,6%
COc1ccc(CNC(=S)NC2CCCCC2)cc1,14%,7.9%,-0.5%,3%,-0.1%,-27%,10%,20%,6%
Cc1nnc2n(C3CCCCC3)c(=O)c3c4c(sc3n12)CCC4,-16%,-0.3%,-2.0%,-3%,-0.2%,0%,26%,12%,·
O=C(CCNC(=O)Cn1cnc2ccccc2c1=O)NCC1CCCO1 (stereo not drawn),-19%,0.6%,-1.5%,1%,-0.1%,-16%,-6%,-2%,4%
O=C(Cn1cnc2ccccc2c1=O)NCc1ccc2c(c1)OCO2,5%,-2.9%,0.1%,-1%,0.2%,-18%,5%,8%,7%
COc1ccc(OC)c(C(C)NC(=O)C(C)Cc2ccccc2)c1 (stereo not drawn),-28%,-2.6%,0.8%,11%,-0.3%,-24%[20 µM],10%,-13%,-7%
Cc1c(CCC(=O)NCCCCCC(=O)O)c(=O)oc2cc3occ(-c4ccccc4)c3cc12,34%*,8.2%,6.9%,13%,0.0%,13%,8%,10%,8%
Cc1occc1-c1nnc(SCC(=O)c2ccc3c(c2)OCCO3)n1CC1CCCO1 (stereo not drawn),-4%,1.8%,-0.2%,13%,-1.9%,2%,-3%,22%,4%
Cc1ccc2[nH]c(=O)c(CN(Cc3ccccc3)Cc3nnnn3C3CCCC3)cc2c1,-5%,2.7%,-2.5%,11%,-0.1%,-12%,8%,1%,3%
O=C1CN(c2ccc(F)cc2)C(=S)N1c1ccccc1,-3%,-2.0%,1.8%,8%,-0.1%,2%,0%,-8%,·
Cc1cnc(C(=O)NC2CC(C)(C)Cc3c2cnn3-c2cccc(F)c2)cn1 (stereo not drawn),-6%,-1.7%,-0.9%,9%,-0.2%,-18%,13%,17%,9%
Cc1[nH]c(C)c(S(=O)(=O)N2CCCCC2)c1C(=O)N1CCCC1,-24%,-2.9%,-0.9%,11%,0.6%,14%,9%,0%,4%
CC12CCC(=O)C=C1CCC1C2C(=O)CC2(C)C1CCC2(O)C(=O)CO (stereo not drawn),-19%,-2.8%,-0.1%,2%,-0.1%,-3%,4%,1%,6%
COc1ccc(/C=C(\NC(=O)c2ccc(C)cc2)C(=O)Nc2c(C)n(C)n(-c3ccccc3)c2=O)cc1,-24%,-2.3%,-1.0%,-1%,-0.3%,-20%,7%,-9%,15%
COC(=O)CSc1nnc(-c2ccccc2OC)n1-c1ccc(C)cc1,10%,4.2%,-3.0%,8%,-0.1%,-3%,-5%,9%,6%
CN1Cc2sc(N)c(C#N)c2CC1(C)C,-5%,1.9%,34%,4%,-0.1%,0%,8%,5%,-2%
Brc1ccc(-c2csc(-c3c[nH]c4ccccc34)n2)cc1,-20%,-4.2%,-3.6%,0%,0.3%,21%,19%,-4%,14%
COCCn1c(SCC(=O)NCc2cccs2)nnc1-c1ccc(OC)cc1,-8%,-1.3%,0.9%,17%,-0.3%,-2%,19%,-4%,3%
CN(C)Cc1nc2c(c(=O)[nH]1)C1(CCCCC1)Cc1ccccc1-2,-14%,-0.9%,-0.9%,3%,-0.2%,-18%,-5%,-9%,0%
Fc1ccc(-c2csc3ncnc(Cl)c23)cc1,50%,-3.4%,-1.4%,8%,0.0%,-12%,8%,17%,-8%
CCOC(=O)COc1ccc(S(=O)(=O)N2CCN(C(=O)OCC)CC2)cc1,-13%,0.8%,-0.6%,6%,0.2%,-6%,4%,5%,10%
Cc1[nH]c2ccccc2c1C(=O)CSCC(=O)O,0%,-5.0%,-1.7%,0%,-0.1%,36%,-6%,2%,1%
S=C(NCC1CCCO1)n1nnc2ccccc21 (stereo not drawn),9%,5.6%,11%,·,-0.1%,-44%,4%,5%,·
CCOc1ccc(CNC(=O)CCCn2ccc3cc(S(=O)(=O)N4CCCC4)ccc32)cc1,-13%,-3.6%,-1.1%,15%,-0.1%,12%,6%,8%,6%
C=CCN1C(=O)/C(=c2\sc3nc(=O)c(Cc4ccccc4Cl)nn3c2=O)c2ccccc21,-8%,-1.5%,1.9%,24%,0.2%,5%,5%,22%,16%
Cn1c(SCc2cccc([N+](=O)[O-])c2)nc2c(c1=O)SCC2,16%,2.1%,-2.4%,8%,-0.2%,5%,9%,13%,1%
CCOC(=O)[C@@H]1[C@H]2COc3ccc(Br)cc3[C@@H]2N2C(=O)N(c3ccc(C)cc3)C(=O)[C@]12C,-16%,-2.0%,2.6%,7%,0.0%,-26%[20 µM],16%,9%,5%
O=C(CO/N=C/c1cccc([N+](=O)[O-])c1)NC1CCCCCC1,-16%,-1.2%,0.6%,7%,-0.1%,25%,8%,2%,4%
CCCCNC(=O)/C(C#N)=c1\s/c(=C\c2ccccc2OC(F)F)c(=O)n1CCCOC,26%,3.2%,14%,0%,-0.2%,17%,-9%,8%,3%
CC(C)OC(=O)CSc1nnc(-c2cnccn2)n1Cc1ccco1,-30%,3.7%,1.6%,22%,-0.1%,-24%,-1%,-9%,15%
COc1ccc(CN2CCNC(=O)C2CC(=O)NC2CCCCCC2)c(C)c1C (stereo not drawn),-11%,1.8%,1.6%,0%,-0.1%,3%,-2%,-18%,5%
COc1ccc(OCCOCCN2CCc3ccccc3C2)cc1,1%,-2.8%,2.9%,12%,-0.1%,-7%,-1%,-13%,29%
Cc1ccc(OCC(=O)Nc2ccc(NC(=O)c3ccccc3)c(C)c2)cc1,-20%,10%,-0.7%,-8%,-0.1%,-32%,1%,6%,4%
COCCNC(=O)c1ccc2c(c1)NC(=O)CS2,-12%,0.5%,9.4%,1%,-0.1%,-13%,-9%,7%,10%
COC(=O)c1ccc(/C=N\NC(=O)c2ccc(C)cc2Cl)cc1,20%,0.5%,-2.0%,5%,0.1%,2%,7%,10%,10%
Cc1ccc(C2C(C#N)=C(N)N(c3cccnc3)C3=C2C(=O)CCC3)s1 (stereo not drawn),-12%,-4.5%,19%,·,0.1%,-10%[20 µM],8%,11%,5%
COc1ccc(-c2c(-c3cc(OC)c(OC)c(OC)c3)noc2C)cn1,-9%,5.6%,-1.2%,11%,0.5%,-140%[20 µM],-18%,-10%,12%
CCCCc1cc(=O)oc2cc(OCc3nn[nH]n3)c(Cl)cc12,-55%,1.1%,14%,-9%,0.1%,-7%,2%,-8%,10%
O=C(Nc1cccs1)Nc1c(F)c(F)c(F)c(F)c1F,-26%,3.5%,11%,7%,-0.3%,11%,1%,3%,2%
Cc1c(C(=O)NCCCc2ccccc2)cccc1[N+](=O)[O-],-6%,-2.9%,2.5%,12%,-0.2%,-3%,11%,7%,3%
CCOC(=O)N1CCN(c2ccc(C(=O)c3ccccc3)cc2F)CC1,26%,-1.8%,2.8%,5%,0.3%,-1%,7%,8%,7%
CC(C)c1nnc(NC(=O)c2cccs2)s1,-2%,-5.1%,1.3%,3%,1.2%,-3%,8%,-77%,9%

# Next section
SMILES,NOD1 inhibition,KOR beta-arrestin-1,HIV fusion peptide,Large T inhibition,GPR55 beta-arrestin,KOR beta-arrestin-2,GPR55 antagonists,HEK293 NOD2/NF-kB,Rac1 GTP hydrolysis
COc1ccc(/C=C/C(=O)c2cc(F)ccc2OC(=O)c2ccccc2OC)cc1OC,12%,-0.3%,2.0%,9%,0.4%,-65%,0%,-29%,7%
C/C(=N\NC(=S)Nc1ccc(C(C)C)cc1)c1ccc2c(c1)OCO2,-20%,-1.2%,-2.0%,21%,-0.2%,-34%,1%,-29%,5%
CCOC(=O)c1c(NC(=O)CN2CCCCC2)sc2c1CCCC2O (stereo not drawn),-2%,5.1%,-2.0%,2%,0.6%,-8%,-9%,6%,4%
CC(=O)Nc1ccc(C(=O)OCC(=O)NC(=O)NC2CCCCC2)cc1,3%,2.3%,13%,16%,-0.1%,-15%,-3%,-9%,10%
CCc1nn(CC(=O)NCCCN2CCOCC2)c(=O)c2cc3sccc3n12,-6%,1.5%,0.4%,6%,0.0%,-8%,16%,10%,7%
C=CCOc1cccc(/C=N/NC(=O)CN(c2cc(Cl)ccc2OC)S(=O)(=O)c2ccc(C)c([N+](=O)[O-])c2)c1,20%,-1.8%,1.6%,12%,0.2%,24%,12%,-115%,12%
COC(=O)c1ccc(N(C(=O)CNC(=O)c2ccco2)C(C(=O)NCC2CCCO2)c2ccc(OC)c(OC)c2)cc1 (stereo not drawn),-26%,-0.9%,-0.5%,11%,-0.1%,-22%,-5%,-8%,8%
Cc1ccc(-c2cc(C(=O)Nc3cccnc3)c3ccccc3n2)o1,-25%,1.2%,-1.2%,25%,-0.3%,3%,-2%,-9%,-6%
COCc1c(C(=O)N2CCN(Cc3ccc(C#N)cc3)CC2)oc2ccccc12,-6%,3.3%,-0.1%,17%,-0.2%,-17%,10%,-2%,8%
Nc1c(N(Cc2ccccc2)C(=O)COc2ccc(F)cc2)c(=O)[nH]c(=O)n1Cc1ccccc1,-5%,0.4%,2.9%,5%,0.2%,0%,12%,14%,3%

# As a short view, two of the compounds above:
SMILES,NOD1 inhibition,KOR beta-arrestin-1,HIV fusion peptide,Large T inhibition,GPR55 beta-arrestin,KOR beta-arrestin-2,GPR55 antagonists,HEK293 NOD2/NF-kB,Rac1 GTP hydrolysis
Cc1ccc(-c2cc(C(=O)Nc3cccnc3)c3ccccc3n2)o1,-25%,1.2%,-1.2%,25%,-0.3%,3%,-2%,-9%,-6%
COCc1c(C(=O)N2CCN(Cc3ccc(C#N)cc3)CC2)oc2ccccc12,-6%,3.3%,-0.1%,17%,-0.2%,-17%,10%,-2%,8%

# A portion of the library; count on the stated rates, not on these rows.
